RAD54 branch = RAD54 (human) branch migration inhibition | AID 602329 | RAD54 Holliday junction branch migration, FAM/BHQ fluorescence | actives 0.14% (n = 360,000) | inhibition, % at 10.4 µM;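 active = mean normalized replicate activity at least 40 and at least half of replicates scoring 40 or more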;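 note: 0% = median of neutral control wells and 100% = median of positive control wells; inhibitors cause a drop in the FAM fluorescence signal; in these data hits start at about 50%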
PGC1a acetyl inh = lowers PGC1a acetylation signal in U2OS cells | AlphaScreen anti-acetyl-lysine; with virally co-expressed GCN5 acetyltransferase | inhibition, % at 15.6 µM | actives 0.17% (n = 350,000) | AID 651687;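 active = every replicate shows inhibition of at least 40%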;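 note: 0% = neutral control wells and 100% = positive control wells; some results beyond the cut were filed as inactive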
ERAP1 inh = inhibitors of human ERAP1 aminopeptidase. recombinant ERAP1, Leu-AMC fluorescence, 60 min. inhibition, % at 10.7 µM. actives 0.15% (n = 340,000). AID 652197;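 active = mean replicate inhibition of at least 30%, or all replicates individually reaching that 30% level; inactive = mean below 30% and not every replicate reaching it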;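 note: 0% = neutral control wells and 100% = L-leucinethiol positive control wells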
Target sequence (Q9NZ08 whole entry, looked up): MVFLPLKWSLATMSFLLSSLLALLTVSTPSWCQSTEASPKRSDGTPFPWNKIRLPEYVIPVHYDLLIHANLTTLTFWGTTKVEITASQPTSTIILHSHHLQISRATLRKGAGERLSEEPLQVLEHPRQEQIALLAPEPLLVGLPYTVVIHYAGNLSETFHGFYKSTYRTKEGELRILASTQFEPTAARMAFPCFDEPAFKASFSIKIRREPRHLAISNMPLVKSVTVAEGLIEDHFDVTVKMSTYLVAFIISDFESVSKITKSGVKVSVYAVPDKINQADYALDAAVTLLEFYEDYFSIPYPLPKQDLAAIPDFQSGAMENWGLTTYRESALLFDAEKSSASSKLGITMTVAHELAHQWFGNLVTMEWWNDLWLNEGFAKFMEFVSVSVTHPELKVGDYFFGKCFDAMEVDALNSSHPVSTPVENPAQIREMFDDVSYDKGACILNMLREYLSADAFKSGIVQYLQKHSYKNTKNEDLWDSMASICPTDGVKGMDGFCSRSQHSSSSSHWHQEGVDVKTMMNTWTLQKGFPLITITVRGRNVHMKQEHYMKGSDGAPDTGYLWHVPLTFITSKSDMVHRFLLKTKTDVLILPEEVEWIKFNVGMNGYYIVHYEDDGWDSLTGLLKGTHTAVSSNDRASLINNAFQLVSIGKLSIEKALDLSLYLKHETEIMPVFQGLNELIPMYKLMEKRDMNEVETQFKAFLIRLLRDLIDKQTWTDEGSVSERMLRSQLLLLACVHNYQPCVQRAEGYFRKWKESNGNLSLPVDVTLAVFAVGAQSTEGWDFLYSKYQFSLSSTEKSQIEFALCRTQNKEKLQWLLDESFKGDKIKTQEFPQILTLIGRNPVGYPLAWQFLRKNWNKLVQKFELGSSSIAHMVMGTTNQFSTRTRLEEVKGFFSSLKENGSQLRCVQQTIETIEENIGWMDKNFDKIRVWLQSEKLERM
PglD inh = PglD (C. jejuni) enzyme inhibition; purified PglD enzyme, DTNB colorimetric CoA detection; inhibition, % at 12.5 µM; actives 0.098% (n = 360,000); in the data active = inhibition above about 16%, passing the limit was not always enough; note: strong numbers were not always called active
E-selectin induc = E-selectin induction on HUVECs | P16581 | HUVEC E-selectin immunofluorescence imaging; normalized: neutral wells 0, TNF-alpha wells 100 | activation, % at 7.58 µM | actives 0.37% (n = 260,000) | AID 686992;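 active = mean E-selectin-positive cell signal at least 10% of the positive control, reached in at least 60% of replicates, without over 20% cell loss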;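 note: in these data hits start at about 27%; measured in HUVEC primary endothelial cells; signal is the percent of cells scored E-selectin positive by PE staining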
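assay system = HUVEC, human umbilical vein endothelial cells | input = 3,000 HUVEC seeded per well | medium = EGM-2 growth medium on 0.1% gelatin-coated wells | dosing = one compound dose added by pin transfer | signal = immunofluorescence imaging | read-out basis = % PE-positive cells | control set = TNF-alpha, DMSO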
RAD52 anneal inh = inhibitors of human RAD52 DNA annealing. recombinant RAD52 DNA annealing, FRET fluorescence. actives 0.46% (n = 360,000). P43351. inhibition, % at 18.7 µM;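 active = every replicate showing at least 50% inhibition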
Cneo AK release = causes C. neoformans cell lysis; lysis activity, % at 15 µM; adenylate kinase release luminescence, 4 h; normalised: neutral wells 0, clomiphene wells 100; actives 0.2% (n = 360,000);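 active = mean lysis activity across replicates of at least 80%, whatever share of replicates individually reach that level; inactive = mean lysis activity below 80%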
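Assay system: Cryptococcus neoformans yeast cells / Dosing: single-point compound dose / Timing: 4 h at 37 °C static, read 1 h later / Measured by: luminescence of released adenylate kinase using an AK detection reagent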
miR-122 sensor = blocks miR-122 activity in Huh7 sensor cells; actives 0.3% (n = 340,000); Huh7 miR-122 Renilla luciferase sensor, 48 h; neutral wells = 0, positive control = 100; AID 602342; activation (reporter increase), % at 12.5 µM;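 active = mean replicate activation score at least 90 and every replicate individually at or above 90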;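 note: higher luciferase means less miR-122 activity so hits act as miR-122 inhibitors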
* hit, by the source's call; x = not tested or not shown; [ ] = dose if it differs, or a comment.

# | Compound | E-selectin induc | RAD52 anneal inh | PglD inh | PGC1a acetyl inh
1 | CCCNC(=O)CCn1nc(-c2ccc(Cl)cc2)c2ccccc2c1=O | x | -9 | 3 | 8
2 | Nc1ccc(CCC(=O)N2CCCC2)cc1 | -1.0 | -22 | 5 | x
3 | CCOC(CNc1cc(C)nc2c(-c3ccccc3OC)c(C)nn12)OCC | 1.0 | -16 | 3 | -7
4 | N#Cc1c(N2CCN(c3ccc(F)cc3)CC2)nc(N)c2c(N)nc3c(c12)CC(=O)N3C1CC1 | 15 | -10 | x | 8
5 | Cc1ccc(Nc2cnn(C34CC5CC(CC(CC(=O)O)(C5)C3)C4)c(=O)c2Cl)cc1 | x | -11 | -3 | 5
6 | CC12CCC(C(=O)N3CCCCCC3)(OC1=O)C2(C)C (stereo not given) | x | x | -3 | -2
7 | CCN(CC)CCCN(C(=O)c1cccc(C)c1)c1nc(-c2ccc(OC)cc2)cs1 | 0.5 | 58* | 6 | 8
8 | CC1=C(C#N)S(=O)(=O)C(C#N)C(c2ccccc2)C1 (stereo not given) | 0.0 | -86 | -1 | -6
9 | CCN1C(=O)[C@H]2[C@H]3CN=C(SCc4ccc(C(=O)OC)cc4)N3[C@@](C)(C(=O)OC)[C@H]2C1=O | x | -6 | -12 | 3
10 | CCN1CCc2c(sc(NC(=O)c3ccc(S(=O)(=O)N(CC)c4ccccc4)cc3)c2C(N)=O)C1 | 0.1 | -27 | 8 | x

# | ERAP1 inh | RAD54 branch | miR-122 sensor | Cneo AK release
1 | 0 | -2 | 3 | 0
2 | 0 | -5 | x | 2
3 | 3 | 3 | -2 | -3
4 | -1 | x | x | x
5 | 0 | -1 | 0 | -1
6 | x | -9 | -5 | -3
7 | 0 | 19 | -1 | 2
8 | -2 | -2 | -11 | -1
9 | 0 | -15 | -1 | 0
10 | -8 | -16 | -5 | -2

Going on with the list:
# | Compound | E-selectin induc | RAD52 anneal inh | PglD inh | PGC1a acetyl inh
11 | COc1cc(OC)c(S(=O)(=O)Nc2ccccc2N2CCOCC2)cc1NC(C)=O | 2.1 | -2 | x | 6
12 | COc1ccccc1C(=O)NC(CCSC)C(=O)NCC(c1cccs1)N1CCOCC1 (stereo not given) | 1.0 | -2 | -3 | x
13 | CCCCNC(=O)C1CCN(S(=O)(=O)c2ccc3c(c2)CC(C)N3C(=O)C2CC2)CC1 (stereo not given) | -0.4 | 1 | -2 | -23
14 | CCOC(=O)CSc1nc(=O)n2cccc(C)c2n1 | -0.6 | -16 | -2 | -4
15 | COc1cc(C#Cc2c(-c3cncn3C)n(C)c3ccc(-c4ccc(OC)c(OC)c4)cc23)cc(OC)c1 | -0.3 | x | -3 | -8
16 | O=C(COc1ncnc2c(Cl)cc(Cl)cc12)Nc1cc([N+](=O)[O-])ccc1Cl | x | x | 3 | -25
17 | O=C(CSc1nnc(-c2ccc(O)cc2)n1Cc1ccco1)N1CCc2ccccc2C1 | x | x | -2 | -15
18 | Nn1c(SCC(=O)NCCc2ccc(S(N)(=O)=O)cc2)nnc1C1CCCCC1 | x | -8 | -9 | x
19 | O=C(NCCCN1CCN(Cc2ccccc2)CC1)C1CCN(S(=O)(=O)N2CCCC2)CC1 | x | -11 | 3 | 5
20 | Cc1ccccc1OCCCCCCN1CCNCC1 | x | 3 | -4 | 0

# | ERAP1 inh | RAD54 branch | miR-122 sensor | Cneo AK release
11 | 2 | x | x | x
12 | 3 | -10 | x | 1
13 | x | -3 | 9 | 0
14 | 0 | 10 | -3 | 5
15 | x | -5 | -8 | -4
16 | x | -3 | -3 | -2
17 | x | 3 | -4 | 6
18 | 1 | 0 | x | 0
19 | 14 | 6 | x | 0
20 | 0 | -7 | -1 | -1

(further entries)
# | Compound | E-selectin induc | RAD52 anneal inh | PglD inh | PGC1a acetyl inh
21 | CC(NC(=O)c1cccc(OC2CCN(C3CCN(C)CC3)CC2)c1)c1ccccc1 (stereo not given) | x | -2 | -1 | -1
22 | CC(C)NC(=O)c1ccc2c(=O)n(Cc3ccco3)c(=S)[nH]c2c1 | x | x | -1 | -5
23 | OC[C@@H]1[C@@H](c2ccc(C#Cc3ccccc3)cc2)[C@@H]2CN(Cc3cncnc3)CCCCN12 | -0.2 | -9 | -2 | 11
24 | COc1ccccc1C(=O)NCCC(=O)NCC1CCCO1 (stereo not given) | x | -10 | -5 | -2
25 | O=C(C[C@H]1CC[C@H]2[C@@H](COC[C@@H](O)CN2C(=O)Cc2ccccc2)O1)NC1CCC1 | 0.0 | 17 | 5 | 0
26 | O=C(CNC(=O)Cc1ccccc1)NCC(=O)OCC(=O)c1ccc(F)cc1 | x | 0 | -2 | x
27 | O=C(NCC(c1ccco1)N1CCc2ccccc21)c1ccccc1Br (stereo not given) | x | -6 | 2 | x
28 | COc1ccc(S(=O)(=O)N(C)C[C@@H]2OCCCC[C@H](C)Oc3ccc(NC(=O)NC4CCCCC4)cc3C(=O)N([C@@H](C)CO)C[C@@H]2C)cc1 | x | -55 | 1 | -2
29 | CCCc1cn(CC[C@@H]2CC[C@H](NS(=O)(=O)c3ccc(-c4ccccc4)cc3)[C@H](CO)O2)nn1 | 0.8 | 8 | -1 | -3
30 | COc1ccc(OC)c(C(c2nnnn2CC2CCCO2)N2CCN(C3CCCC3)CC2)c1 (stereo not given) | x | x | 4 | -4

# | ERAP1 inh | RAD54 branch | miR-122 sensor | Cneo AK release
21 | 3 | -17 | 2 | 1
22 | x | -4 | -11 | 0
23 | -1 | -2 | -1[16.7 µM] | 0
24 | -1 | 1 | 0 | 0
25 | -6 | -12 | -1[16.7 µM] | -1
26 | -2 | 6 | -12 | 1
27 | 3 | 10 | x | 0
28 | 1 | 5 | -6[16.7 µM] | -1
29 | -1 | -3 | x | -1
30 | x | -8 | 3 | 1

Along the list, from the results shown.
PGC1a acetyl inh, entries 3 to 8 → -7, 8, 5, -2, 8, -6
E-selectin induc, entries 3 to 8 → 1.0, 15, x, x, 0.5, 0.0

New compounds follow.
# | Compound | E-selectin induc | RAD52 anneal inh | PglD inh | PGC1a acetyl inh
31 | Cc1ccc(S(=O)(=O)NC(=O)Nc2c(C)cccc2C)cc1 | x | -5 | -2 | 0
32 | COc1ccc(S(=O)(=O)n2ccc(C)n2)cc1C | x | -1 | 2 | -9
33 | C[C@@H]1CN([C@@H](C)CO)C(=O)c2cc(NC(=O)Cc3ccccc3)ccc2O[C@@H](C)CCCCO[C@H]1CN(C)S(=O)(=O)c1ccccc1 | x | -51 | 2 | -21
34 | O=C(c1cccnc1)N1CC[C@@H]2[C@@H](CO)Nc3ccc(-c4ccc(F)cc4)cc3[C@@H]21 | 0.4 | -12 | -3 | 4
35 | CC(=O)N1CCN(CC(=O)Nc2ccc(SC(F)F)cc2)CC1 | 0.2 | x | 4 | x
36 | Nc1nc(SCC(=O)Nc2ccccc2Sc2ccc(Cl)cc2)n[nH]1 | x | x | x | -89
37 | CC(C)Oc1ccc(CN2CCCC(CO)(Cc3ccccc3)C2)cc1CO (stereo not given) | 0.0 | -22 | -2 | 6
38 | Cc1cccc(-c2nc(CN3CCN(Cc4cccc(F)c4)CC3)c(C)o2)c1 | 0.1 | -6 | 7 | 9
39 | O=C(/C=C/c1ccccc1)OCc1cncs1 | 3.1 | -17 | -3 | 12
40 | COC(=O)COc1ccccc1/C=C1/NC(=O)NC1=O | 0.4 | x | 3 | 5

# | ERAP1 inh | RAD54 branch | miR-122 sensor | Cneo AK release
31 | -3 | 1 | 3 | -1
32 | 2 | -3 | -6 | -3
33 | -1 | 3 | 11[16.7 µM] | -3
34 | 0 | -1 | -8[16.7 µM] | -6
35 | x | 8 | x | 8
36 | x | 3 | 9 | -1
37 | -2 | 7 | 0 | 1
38 | 2 | -9 | -2 | 6
39 | -3 | 5 | -9 | 1
40 | x | -4 | 4 | -3

Compound profiles, from the list above. Screens in order: E-selectin induc	RAD52 anneal inh	PglD inh	PGC1a acetyl inh	ERAP1 inh	RAD54 branch	miR-122 sensor	Cneo AK release
Profile of `CC(C)Oc1ccc(CN2CCCC(CO)(Cc3ccccc3)C2)cc1CO` (stereo not given) = 0.0	-22	-2	6	-2	7	0	1
Profile of `C[C@@H]1CN([C@@H](C)CO)C(=O)c2cc(NC(=O)Cc3ccccc3)ccc2O[C@@H](C)CCCCO[C@H]1CN(C)S(=O)(=O)c1ccccc1` = x	-51	2	-21	-1	3	11[16.7 µM]	-3
Profile of `COc1ccc(S(=O)(=O)n2ccc(C)n2)cc1C` = x	-1	2	-9	2	-3	-6	-3
Profile of `Nc1nc(SCC(=O)Nc2ccccc2Sc2ccc(Cl)cc2)n[nH]1` = x	x	x	-89	x	3	9	-1
Profile of `CC(=O)N1CCN(CC(=O)Nc2ccc(SC(F)F)cc2)CC1` = 0.2	x	4	x	x	8	x	8

(cont.)
# | Compound | E-selectin induc | RAD52 anneal inh | PglD inh | PGC1a acetyl inh
41 | COc1ccc(CN2C(=O)C(CC(=O)NC3CCCCC3)CC(C(=O)N3CCOCC3)=C2C)cc1 (stereo not given) | 6.7 | -11 | x | 1
42 | CNC[C@H]1Oc2ccc(NS(=O)(=O)c3ccc(OC)cc3)cc2C(=O)N([C@H](C)CO)C[C@@H]1C | -0.2 | -1 | -12 | 1
43 | O=C(Nc1ccc(F)cc1F)c1ccc2c(c1)OCCO2 | x | -7 | 5 | 21
44 | CCOC(=O)C(NCc1ccccc1)(NC(=O)c1ccccc1)C(F)(F)F (stereo not given) | x | x | 5 | x
45 | CO[C@@H]1CN(C)C(=O)c2ccc(NC(=O)c3ccccc3F)cc2OC[C@@H](C)N(C(C)=O)C[C@H]1C | 0.0 | -2 | x | 7
46 | COc1cccc(N=C2NC(=O)/C(=C/c3cc([N+](=O)[O-])ccc3O)S2)c1 | 1.7 | -4 | -3 | x
47 | COc1ccc(S(=O)(=O)Nc2ccc3c(c2)C(=O)N([C@H](C)CO)C[C@@H](C)[C@@H](CN(C)C(=O)Nc2ccccc2)O3)cc1 | 0.0 | -7 | 3 | -11
48 | O=C(N[C@@H]1CC[C@H](CCNS(=O)(=O)c2ccc(F)cc2)O[C@@H]1CO)C1CCCC1 | -0.8 | -40 | -2 | 1
49 | CC(C)(C)S(=O)N1Cc2cc(C(=O)NCc3ccc(Oc4ccccc4)cc3)nc(-c3cccc(C#CCC4CCCC4)c3)c2[C@@H]1CCO (stereo not given in full) | 20 | -65 | x | -4
50 | CC(O)[C@H]1CN=C(N)N1CC(C)(C)C (stereo not given in full) | -0.2 | -13 | 3 | x

# | ERAP1 inh | RAD54 branch | miR-122 sensor | Cneo AK release
41 | x | x | 1 | x
42 | -1 | -3 | -5[16.7 µM] | -1
43 | -3 | 1 | -3 | -6
44 | x | 8 | -9 | 2
45 | 1 | x | x | x
46 | 1 | -62 | 3 | 2
47 | -4 | 7 | -2[16.7 µM] | 83*
48 | -1 | 4 | 2[16.7 µM] | -3
49 | 1 | x | x | x
50 | x | -3 | x | -5

(list continues)
# | Compound | E-selectin induc | RAD52 anneal inh | PglD inh | PGC1a acetyl inh
51 | CN1C(=O)c2cc(NC(=O)c3cnccn3)ccc2OC[C@@H]2O[C@@H](CC(=O)N[C@H]3CCN(Cc4ccccc4)C3)CC[C@H]21 | 0.2 | -13 | 3 | -6
52 | C[C@@H]1CN([C@H](C)CO)C(=O)Cc2cc(NC(=O)Nc3ccc(F)cc3)ccc2O[C@@H]1CN(C)Cc1ccc(C(=O)Nc2ccccc2N)cc1 | 1.8 | 17 | x | 2
53 | O=S(=O)(c1ccc(Cl)s1)N1CCN(C/C=C/c2ccccc2)CC1 | x | x | -2 | -5
54 | O=C(NC1CCCCC1)N1CC(=O)N2[C@@H](CO)[C@H](c3ccc(-c4ccccc4)cc3)[C@@H]2C1 | 0.0 | 6 | x | -10

# | ERAP1 inh | RAD54 branch | miR-122 sensor | Cneo AK release
51 | -4 | -1 | -26[16.7 µM] | 1
52 | 1 | x | x | x
53 | x | -4 | -6 | -5
54 | 0 | x | x | x

Assay outcomes (PubChem BioAssay)

Not a hit list (roughly 1.4% active in at least one column).
